# UPR XBP1 act: activators of adaptive XBP1 UPR arm, primary screen, cell-based, CHO-XBP1 luciferase reporter, luminescence, uHTS; IRE1-XBP1 UPR activation; percent of tunicamycin response, DMSO as zero; activation, % at 20 µM; 0.33% of 330,000 active; AID 463104, 2010;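 active = versus positive control, 20 µM dose yields 30% or more activation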;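 also: 100% = tunicamycin at 10 µg/mL and 0% = DMSO only wells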
#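 Material: CHO-XBP1 cells stably carrying IRE1-XBP1-driven luciferase reporter / Amount: 1000 cells per well / Compound: 20 µM, 1% DMSO / Times: 6 h treatment, 37 °C / Detection: luciferase luminescence / Measure: % activation of reporter signal versus tunicamycin and DMSO controls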
# Mdm2 MdmX PPI: inhibitors of human Mdm2-MdmX association, primary screen, cell-based, luminescence, split luciferase, SaOS-2, uHTS | 3% of 330,000 active | inhibition, % at 8 µM | AID 485346, 2010 | SaOS-2 split-luciferase Mdm2/MdmX complementation;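 active = inhibition of at least 50% at 8 µM in the primary screen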
# Target sequence (O15151 whole entry, looked up): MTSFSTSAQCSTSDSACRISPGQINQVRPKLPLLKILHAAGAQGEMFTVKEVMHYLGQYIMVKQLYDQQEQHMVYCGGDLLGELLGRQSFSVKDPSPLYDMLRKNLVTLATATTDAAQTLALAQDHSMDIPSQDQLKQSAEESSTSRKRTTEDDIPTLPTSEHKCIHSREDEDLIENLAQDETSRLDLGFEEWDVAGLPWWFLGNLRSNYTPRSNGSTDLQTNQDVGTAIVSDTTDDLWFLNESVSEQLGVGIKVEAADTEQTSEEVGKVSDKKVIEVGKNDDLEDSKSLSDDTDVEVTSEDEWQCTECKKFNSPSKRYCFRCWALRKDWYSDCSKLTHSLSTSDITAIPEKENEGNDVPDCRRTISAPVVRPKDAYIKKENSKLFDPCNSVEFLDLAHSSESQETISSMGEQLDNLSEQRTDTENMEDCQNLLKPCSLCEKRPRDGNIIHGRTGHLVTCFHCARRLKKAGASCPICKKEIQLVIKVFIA
# Target sequence (Q00987 whole entry, looked up): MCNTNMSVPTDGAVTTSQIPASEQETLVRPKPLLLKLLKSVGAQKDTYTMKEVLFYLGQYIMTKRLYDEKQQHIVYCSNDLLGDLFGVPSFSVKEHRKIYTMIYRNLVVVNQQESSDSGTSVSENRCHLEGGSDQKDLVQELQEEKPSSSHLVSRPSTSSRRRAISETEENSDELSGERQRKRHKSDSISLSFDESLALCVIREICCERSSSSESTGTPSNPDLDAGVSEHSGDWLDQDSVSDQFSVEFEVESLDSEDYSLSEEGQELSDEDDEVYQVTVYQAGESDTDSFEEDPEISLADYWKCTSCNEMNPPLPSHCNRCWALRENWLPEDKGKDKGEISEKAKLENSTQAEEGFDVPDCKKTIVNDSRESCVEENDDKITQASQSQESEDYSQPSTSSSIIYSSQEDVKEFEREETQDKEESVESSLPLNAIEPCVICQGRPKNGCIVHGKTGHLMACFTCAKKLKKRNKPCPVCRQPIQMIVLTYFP
# TIM10 inh: growth inhibitors of isogenic TIM10 control yeast, primary screen, counter-screen for tim10-1 yeast inhibitor project, luminescence, uHTS; S. cerevisiae TIM10 strain growth, BacTiter-Glo luminescence, 24 h; inhibition, % at 10 µM; 1.4% of 330,000 active; AID 463195, 2010;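 active = inhibition of 40% or more at the single tested concentration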;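 also: wild-type TIM10 isogenic control strain grown at permissive 25 °C; 0% = DMSO yeast wells and 100% = minimal medium wells without yeast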
# Jurkat NFkB inh: inhibitors of induced NF-kB luciferase reporter, primary screen, TCR NF-kB activation inhibitor project, cell-based, luminescence, uHTS | Jurkat, PMA/ionomycin-induced NF-kB luciferase reporter | inhibition, % at 4 µM | 0.53% of 330,000 active | AID 435003, 2010; in the data active = inhibition above about 50%
# tim23-1 inh: growth inhibitors of tim23-1 mutant yeast, primary screen, luminescence, uHTS. inhibition, % at 20 µM. AID 463212, 2010. S. cerevisiae tim23-1 growth, BacTiter-Glo luminescence, 24 h. 1.3% of 330,000 active;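 active = growth inhibition of the mutant yeast at or above 50%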;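 also: temperature-sensitive mutant grown at 25 °C; plate controls were DMSO-treated mutant yeast for no effect and medium wells lacking yeast for full effect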
# UPR CHOP act: activators of apoptotic CHOP UPR arm, primary screen, cell-based, CHO-CHOP luciferase reporter, luminescence, uHTS | UPR activation; percent of tunicamycin response over DMSO baseline | activation, % at 10 µM | 0.34% of 330,000 active | AID 449763, 2010;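 active = at 10 µM dose, activation of 40% or more, normalized to positive control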;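 also: 100% = tunicamycin at 10 µg/mL and 0% = DMSO alone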
#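 Test system: CHO-CHOP cells, stable luciferase reporter of PERK-eIF2a-CHOP signalling | Quantity: 500 CHO-CHOP cells per well | Buffer or medium: F12 plus 10% serum | Compound dosing: 10 µM single point, 0.5% DMSO | Schedule: 6 h compound treatment, 37 °C | Signal: Luciferase luminescence | Control set: Tunicamycin high control, DMSO low control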
# 697 NFkB inh: inhibitors of PMA/ionomycin-induced NF-kB reporter, 697 cells, primary screen, B-cell NF-kB inhibitor project, cell-based, luminescence, uHTS. 697 B-cell NF-kB luciferase reporter, 16 h. inhibition, % at 4 µM. 0.33% of 330,000 active. AID 435022, 2010; in the data active = inhibition above about 35%
# tim10-1 inh: growth inhibitors of tim10-1 mutant yeast, primary screen, luminescence, uHTS. S. cerevisiae tim10-1 ts strain growth, BacTiter-Glo, 24 h. inhibition, % at 20 µM. 2.2% of 330,000 active. AID 463190, 2010;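 active = inhibition of at least 40%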;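 also: mutant grown at 25 °C; 0% = DMSO wells with yeast and 100% = wells holding no yeast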
# Active calls of the source: *; & = joins results of further samples.
SMILES,UPR XBP1 act,Mdm2 MdmX PPI,TIM10 inh,Jurkat NFkB inh,tim23-1 inh,UPR CHOP act,697 NFkB inh,tim10-1 inh
COc1cccc(CNC(=O)CCC2CCCN(C(=O)c3ccc(OC)o3)C2)c1 (stereo not drawn),0.1,-11.1,-6.5,-7.2,-0.2,0.8,7.2,12.2
COc1cccc(-n2nnc3c(=O)n(CC(=O)Nc4ccc(C)cc4)cnc32)c1,-1.6,29.0,8.3,19.5,-4.1,-1.5,13.9,13.7
CC(C(=O)NCCc1ccc(F)cc1)N1CCN(Cc2ccccc2)CC1 (stereo not drawn),-1.6,5.1,2.8,-2.1,13.0,0.0,6.6,7.9
O=C(Nc1ccc(F)cc1F)N1CCN(C(=O)c2ccco2)CC1,-2.7,-21.1,6.5,7.6,-1.1,1.4,-26.5,-3.6
Cc1ccc(NC(=O)CN(C)C(=O)CCCN2C(=O)c3ccccc3C2=O)cc1,1.9,6.4,0.3,3.1,10.2,2.1,7.0,18.9
CCOC(=O)N1CCN(C(=O)CSc2nnc(COc3ccc(Cl)cc3)o2)CC1,-3.8,16.2,9.4,12.1,3.2,4.4,1.7,9.0
OCC1CCCCN1C(=S)NCc1ccco1 (stereo not drawn),-2.5,13.1,-1.8,-7.0,6.7,-1.9,-7.1,0.1
COc1cccc(NC(=O)COC(=O)C2=NN(c3ccccc3)C(=O)CC2)c1,-2.0,5.9,-10.3,1.9,8.4,-2.1,0.0,6.5
CCOC(=O)C1=NNC2(c3ccc(C)cc3)C(=O)N(c3ccc(Cl)cc3)C(=O)C12 (stereo not drawn),-0.9,-8.7,-5.2,2.7,24.3,-3.8,2.9,7.5
CC(C)(C)C(=O)Nc1ccccc1C(=O)Nc1cc(Cl)ccc1Cl,-1.8,16.3,38.8,-8.4,41.0,-3.2,24.5,43.3*
COc1ccc2oc(=O)c(-c3nnc(N)s3)cc2c1,2.9,-16.0,62.4*,-15.7,35.9,2.7,-13.3,37.3
COc1ccccc1CCNC(=O)CC1C(=O)NCCN1CCCc1ccccc1 (stereo not drawn),-2.1,-22.2,7.1,-8.9,24.0,-0.9,-3.5,24.0
COCCSc1ccccc1C(=O)N1CCN(Cc2ccc3c(c2)OCO3)CC1,-3.8,-2.9,3.8,15.2,10.5,-0.7,-15.4,1.4
CCCN(CC(=O)Nc1ccc(Cl)cc1Cl)C(=O)CC(NC(C)=O)c1ccccc1 (stereo not drawn),-4.5,16.8,-4.9,-13.7,-4.6,0.7,-0.5,3.0
COc1ccc(-c2ccc3c(c2)c(C#Cc2ccsc2)c(-c2cc(OC)cc(OC)c2)n3C)cc1,0.2,-17.9,0.9,-6.4,-0.6,-1.7,-6.7,-2.3

# Arranged by length of the SMILES (smallest number first): 4 of the compounds above
SMILES,UPR XBP1 act,Mdm2 MdmX PPI,TIM10 inh,Jurkat NFkB inh,tim23-1 inh,UPR CHOP act,697 NFkB inh,tim10-1 inh
O=C(Nc1ccc(F)cc1F)N1CCN(C(=O)c2ccco2)CC1,-2.7,-21.1,6.5,7.6,-1.1,1.4,-26.5,-3.6
COc1cccc(NC(=O)COC(=O)C2=NN(c3ccccc3)C(=O)CC2)c1,-2.0,5.9,-10.3,1.9,8.4,-2.1,0.0,6.5
Cc1ccc(NC(=O)CN(C)C(=O)CCCN2C(=O)c3ccccc3C2=O)cc1,1.9,6.4,0.3,3.1,10.2,2.1,7.0,18.9
CCCN(CC(=O)Nc1ccc(Cl)cc1Cl)C(=O)CC(NC(C)=O)c1ccccc1 (stereo not drawn),-4.5,16.8,-4.9,-13.7,-4.6,0.7,-0.5,3.0

# (listing goes on)
SMILES,UPR XBP1 act,Mdm2 MdmX PPI,TIM10 inh,Jurkat NFkB inh,tim23-1 inh,UPR CHOP act,697 NFkB inh,tim10-1 inh
CC(C)(C)C(=O)CSc1nc2ncc(Br)cc2[nH]1,0.6,17.3,-6.1,-4.8,8.6,0.7,5.5,-3.6
O=C1NC(Cc2c[nH]c3ccccc23)C(=O)N1CCOc1ccc(F)cc1 (stereo not drawn),0.9,32.3,-2.8,13.4,-1.8,1.7,6.3,18.4
CCOc1cc(CNc2ccc(O)cc2)cc(Br)c1OCc1ccccc1F,4.5,9.1,11.0,16.0,42.2,0.2,-5.0,25.8
Cc1cc(N2CCCC2=O)cc(C)c1S(=O)(=O)NCCOc1ccc(C(C)(C)C)cc1,0.4,21.0,24.9,5.9,30.9,6.6,-43.0,23.4
Nc1ccc(Oc2cc(N)cc(Oc3ccccc3)c2)cc1,2.5,-68.6,34.9,-82.5,48.4,7.2,-50.6,28.6
c1ccc(-c2nc(-c3cccnc3)n[nH]2)cc1,-0.6,-20.0,13.0,-16.7,-7.3,3.8,-6.7,4.7
O=C(CN1CCCCC1)N1N=C(c2cccs2)CC1c1cccs1 (stereo not drawn),0.4,32.8,8.4,0.5,-0.7,-1.3,-4.9,9.3
CCC(C)[C@H](NC(=O)[C@@H]1Cc2ccccc2CN1)C(=O)NCc1ccc(OC)cc1 (stereo partly drawn),-1.0,8.2,1.8,3.9,-0.2,0.7,4.7,11.5
CCN(CC(=O)Nc1ccc2c(c1)OCCO2)Cc1cc(=O)n2ccsc2n1,4.8,21.2,3.4,-9.7,-4.1,-0.9,18.5,3.3
O=C(CSc1nc(O)cc(=O)[nH]1)N1c2ccccc2CCc2ccccc21,-1.2,-7.0,19.5,-3.0,19.7,1.0,7.7,22.2
COc1cc(CCC(=O)N2CCN(S(=O)(=O)c3ccc(C)c(C)c3)CC2)cc(OC)c1OC,1.8,-3.3,-0.1,-5.6,-6.0,-0.2,9.7,16.2
CCCC(=Nc1ccccc1)C1=C(O)C(C(=O)OC)C(C)(C)CC1=O (stereo not drawn),-2.1,7.1,-18.2,1.4,-8.0,-0.6,10.6,-4.1
COc1ccc(OC)c2c(C)cc(N3CCN(C(=O)c4ccc(Cl)cc4)CC3)nc12,2.5,27.1,32.6,-6.4,17.1,-2.1,-10.0,2.4
COc1ccc(CNC(=O)CCN2C(=S)NC(C)(C)CC2C)cc1 (stereo not drawn),-2.1,4.7,10.3,-3.8,-8.9,-0.6,8.4,3.0
CCOC(=O)c1cc(NC(=O)CNCC(c2ccccc2)N(C)C)cc(C(=O)OCC)c1 (stereo not drawn),1.6,14.1,9.7,-16.1,11.0,-1.0,-4.4,30.1
CC(C)OC(=O)c1ccc(COC(=O)c2cnccn2)cc1,-2.4,-0.8,5.9,8.6,3.1,2.3,25.3,-6.8
COc1ccc(CCn2c(N)c(S(=O)(=O)c3cccs3)c3nc4ccccc4nc32)cc1OC,-0.5,18.7,-5.7,5.6,-4.8,0.3,6.4,-7.7
CCn1ncc([N+](=O)[O-])c1C(=O)Nc1c(C)cccc1C,-2.3,1.0,-2.0,-12.6,-1.0,-1.0,-2.7,-12.9
O=C(C1CCN(S(=O)(=O)c2cccs2)CC1)N1CCN(c2ccccc2O)CC1,-1.4,-17.3,14.5,7.0,15.1,3.2,-1.3,7.0
O=C(Nc1ccccc1)/C(=C1\CCCN1)[N+](=O)[O-],-1.9,9.8,-6.3,-14.8,15.3,-0.3,-21.1,6.8
CC1(C)Cc2cccc(OCC(=O)Nc3ccc(OCC(N)=O)cc3)c2O1,-2.4,-6.0,4.6,-7.5,12.5,0.4,4.1,23.7
CCN(CC)S(=O)(=O)c1cccc(C(=O)NCC(c2ccccc2)N(C)C)c1 (stereo not drawn),1.8,-6.6,14.4,-7.5,42.8,0.3,-4.3,-8.4
COc1ccccc1-n1c(-c2ccccc2)c[n+]2c1CCc1ccccc1-2,-5.5&0.5,61.0*,2.3&-3.1,32.7&40.3,17.5&7.7,-1.8&-1.1,4.3&21.6,23.2&10.9
N#C/C(=N\Nc1ccc([N+](=O)[O-])cc1)C(N)=S,0.5,-4.2,24.6,0.9,19.8,4.1,-40.7,17.6
O=C(O)c1cccc(S(=O)(=O)N2CCN(Cc3ccc4c(c3)OCO4)CC2)c1,-2.2,5.1,6.2,12.8,4.7,1.0,6.2,-21.0
OC(COC(c1ccccc1)c1ccccc1)CN1CCCCC1 (stereo not drawn),-1.9,13.6,-5.2,-6.2,3.2,-1.4,4.9,14.0
CCOC(=O)c1nc2nc(-c3cccs3)cc(C(F)(F)F)n2n1,0.8,14.4,4.9,35.3,5.8,7.3,-21.2,9.5
N#C/C(=C/C=C/c1ccccc1)C(=O)Nc1ccccc1,-0.9,25.7,21.0,-7.3,28.2,3.0,-23.3,14.5
OC(COc1ccc2ccccc2c1Cl)CN1CCOCC1 (stereo not drawn),-0.2,-72.2,17.8,-44.1,19.8,5.4,-24.3,11.8
Cc1cc(NC(=O)CCSc2nc(-c3ccco3)cc(C(F)(F)F)n2)n(-c2ccccc2)n1,-3.3,23.5,5.3,-7.2,20.1,3.1,-6.3,21.5
COc1ccc(OC)c(S(=O)(=O)N2c3cc(F)ccc3CCC2C)c1 (stereo not drawn),-6.0,-13.3,7.6,-3.7,29.0,1.0,16.8,25.9
Cc1cccc(N2CCN(C(=O)C3CCC(=O)N(C4CC4)C3)CC2)c1C (stereo not drawn),-3.6,15.2,7.8,14.4,15.7,3.0,-0.8,10.1
O=C(Oc1ccccc1)N1CCN(c2ccccc2F)CC1,-1.0,-2.2,-12.5,-6.6,7.4,5.5,-7.4,8.7
Cc1[nH]c2ccccc2c1/C=N\NC(=O)c1ccco1,-0.9,-6.6,-0.2,1.3,8.4,-0.8,30.3,-6.4
CC(=O)c1c(C)oc2ccc(NS(=O)(=O)c3ccccc3)cc12,1.0,-11.2,12.8,-6.6,2.2,0.2,-8.2,-11.7
O=C(CSc1ncnc2sc3c(c12)CCC3)N1CCOCC1,1.1,8.3,-6.5,0.5,6.3,-0.7,-20.9,-10.3
N#Cc1ccc(-c2ccc(OCC(=O)NCCCN3CCCC3=O)cc2)cc1,7.8,21.9,5.6,-4.7,15.0,3.2,1.3,24.6
COc1cc(CNc2ccc3[nH]c(=O)[nH]c3c2)cc(Cl)c1OCC(=O)NC(C)(C)C,2.8,30.4,9.8,2.7,14.4,3.6,-23.3,22.9
COc1ccc(S(=O)(=O)c2c(O)c3ccc(C(=O)Nc4cccc(F)c4)cc3[nH]c2=O)cc1,-2.0,8.0,-3.9,-1.7,0.3,-0.1,-15.9,-13.9
O=C(NCc1ccccc1F)C1CCCN1C(=O)NCc1ccccc1 (stereo not drawn),2.4,19.9,7.5,-14.4,9.3,-1.3,4.7,8.1
CC(=O)c1ccc(N(CC(=O)Nc2cc(C)on2)S(=O)(=O)c2ccc(C)cc2)cc1,0.0,16.4,-0.2,11.7,5.0,2.4,17.1,0.9
N=c1c2c3c(sc2ncn1N)CCC3,0.2,25.4,-12.9,-13.6,-10.0,-1.2,-15.6,-17.0
CCOC(=O)COn1c(SCC(=O)OCC)nc2ccccc2c1=O,-0.6,8.3,8.3,6.1,21.7,-2.3,19.2,14.0
CCOCCOC(=O)C1=C(C)NC2=C(C(=O)CC(c3cccs3)C2)C1c1ccsc1 (stereo not drawn),-5.3,25.6,23.2,12.1,19.9,-0.4,6.0,14.4
CC1(C)CC(=O)NC=C(c2ccccc2)C1,-1.7,1.9,6.9,-9.3,-4.2,0.2,-3.2,-3.9

# Shown as a hit in Mdm2 MdmX PPI, among the entries above:
molecule | UPR XBP1 act | Mdm2 MdmX PPI | Jurkat NFkB inh | 697 NFkB inh
COc1ccccc1-n1c(-c2ccccc2)c[n+]2c1CCc1ccccc1-2 | -5.5&0.5 | 61.0* | 32.7&40.3 | 4.3&21.6

# Bioassay records (PubChem BioAssay)
